Screening results deposited in PubChem by Sanford-Burnham Center for Chemical Genomics.
NOD1 NF-kB reporter = NOD1 signaling inhibitors, primary screen, cell-based, luminescence, uHTS (AID 1578) | NOD1-driven NF-kB luciferase reporter cells, luminescence; higher % means a stronger effect | inhibition, % at 4 µM, or EC50 in µM where a hit was titrated | hit rate 1% among 290,000; in the data active = inhibition mostly above about 36%, no sharp cut-off; inactive = mostly below about 34%;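 note: HEK-293T reporter cells stimulated with the NOD1 agonist gamma-tri-DAP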
XIAP displacement = XIAP antagonists, biochemical, IAP family, fluorescence polarization (AID 1018) | E3 ubiquitin-protein ligase XIAP (Homo sapiens) | XIAP BIR domain, fluorescence polarization peptide displacement; higher % means a stronger effect | displacement, % at 20 µM; hits with a dose series show IC50 in µM | hit rate 0.007% among 200,000; in the data active = displacement above about 50%; note: a part of the inactive calls stands beside numbers as strong as those of hits
LYP inhibition = inhibitors of LYP phosphatase, biochemical, fluorescence intensity, uHTS (AID 1779); Tyrosine-protein phosphatase non-receptor type 22 (Homo sapiens); recombinant LYP phosphatase, fluorescence intensity; higher % means a stronger effect; one-dose inhibition, % at 11.5 µM; IC50 in µM for titrated hits; hit rate 0.054% among 290,000;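 note: plate controls were vehicle with enzyme for no effect and no enzyme for full effect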
KOR beta-arrestin-1 = KOR agonists, beta-arrestin recruitment, primary screen, cell-based, luminescence, uHTS (AID 1777) | hit rate 0.02% among 280,000 | KOR beta-arrestin recruitment, luminescence; higher % means a stronger effect | Kappa-type opioid receptor (Homo sapiens) | activation, % at 10 µM, or EC50 in µM where a hit was titrated; in the data active = activation above about 50%, passing the limit was not always enough; note: a part of the inactive calls stands beside numbers as strong as those of hits
NOD2 inhibition = NOD2 signaling inhibitors, cell-based, luminescence, uHTS, HEK293 (AID 1566) | HEK293 NOD2/NF-kB luciferase reporter, luminescence; higher % means a stronger effect | inhibition, % at 4 µM; hits with a dose series show EC50 in µM | hit rate 0.63% among 290,000; note: many of its hits are not listed in these tables
human PMI inhibitors = human PMI inhibitors, high substrate, primary screen, biochemical, fluorescence intensity, high mannose 6-phosphate (AID 1220) | one-dose inhibition, % at 20 µM; IC50 in µM for titrated hits | recombinant PMI enzyme, coupled fluorescence intensity; higher % means a stronger effect | hit rate 0.66% among 190,000 | Mannose-6-phosphate isomerase (Homo sapiens)
TNAP activators = human TNAP enzyme activators, primary screen, biochemical, luminescent, no phosphate acceptor, uHTS (AID 1001) | Alkaline phosphatase, tissue-nonspecific isozyme (Homo sapiens) | purified TNAP, luminescent activation assay, no phosphate acceptor; higher activation fold means a stronger effect | activation fold at 20 µM; hits with a dose series show EC50 in µM | hit rate 0.03% among 200,000; in the data active = activation fold from about 3, or a potency from the dose series; inactive = the rest, 99 in 100 with activation fold below about 1.6; note: many of its hits are not listed in these tables
PMI inhibitors = inhibitors of human PMI, primary screen, biochemical, fluorescence intensity, coupled assay (AID 1209); inhibition, % at 20 µM, or IC50 in µM where a hit was titrated; hit rate 0.42% among 190,000; purified PMI enzyme, coupled fluorescence intensity; higher % means a stronger effect;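 note: plate controls were DMSO vehicle for no effect and wells lacking substrate for full effect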
KOR beta-arrestin-2 = KOR antagonists, beta-arrestin recruitment, cell-based, luminescence, uHTS (AID 1778). Kappa-type opioid receptor (Homo sapiens). KOR beta-arrestin recruitment, luminescence, antagonist mode; higher % means a stronger effect. inhibition, % at 10 µM, or IC50 in µM where a hit was titrated. hit rate 0.091% among 290,000; note: strong numbers were not always called active
The depositor's hits bear a star; · = no result given; [ ] = dose if it differs, or a comment. Cut-off read from the data, not from the text of the source, unless noted: active = inhibition above about 50%; inactive = the rest. Some of the compounds tested. The share of hits here may be higher or lower than overall.

| Molecule | NOD1 NF-kB reporter | XIAP displacement | LYP inhibition | KOR beta-arrestin-1 | NOD2 inhibition | human PMI inhibitors | TNAP activators | PMI inhibitors | KOR beta-arrestin-2 |
| --- | --- | --- | --- | --- | --- | --- | --- | --- | --- |
| COc1cccc(Nc2c3c(nc4c(-c5ccccc5)c(C)nn24)CCC3)c1 | 14% | -4.1% | -3% | -0.6% | 22% | -4% | 1.2 | -2% | 8% |
| S=c1[nH]nc(-c2cccnc2)n1/N=C/C=C/c1ccccc1 | -28% | -12% | -1% | -0.5% | 7% | 11% | 1 | 19% | 12% |
| O=C(O)CCCCCN1C(=O)/C(=C\c2ccncc2)SC1=S | -15% | -5.6% | -2% | -1.7% | 1% | 8% | 1.7 | 13% | 32% |
| COc1ccc(Cn2c(=O)[nH]c3cc(C(=O)NCCc4ccc(S(N)(=O)=O)cc4)ccc3c2=O)cc1 | -18% | -13% | -6% | 0.0% | 4% | -10% | 1 | -12% | -472% |
| CS(=O)(=O)N(CC(=O)N1CCN(Cc2ccccc2)CC1)Cc1ccccc1 | -17% | -3.5% | -8% | 0.4% | -12% | 8% | 1.1 | 8% | 15% |
| COc1cccc(CN(C(=O)COc2ccc(Cl)cc2)C2CCS(=O)(=O)C2)c1 (stereo not given) | -22% | · | -11% | -1.6% | 12% | · | · | · | -7% |
| COc1ccc2c(OC)cc(-c3ccccc3)nc2c1 | -6% | -6.7% | -7% | -2.7% | 0% | 10% | 1.1 | 13% | 1% |
| O=S(=O)(c1ccc(Br)cc1)N1CCn2c(nc3ccccc32)C1 | 10% | -6.1% | -9% | · | -1% | 0% | 1.1 | 2% | · |
| CN(C)c1nc(N(C)C)nc(N2CC(=O)N(c3ccccc3)C2=N)n1 | -35% | -5.0% | -8% | -2.7% | 23% | 3% | 0.9 | -5% | 40% |
| O=C(Nc1cc(C(F)(F)F)ccc1N1CCOCC1)c1ccc(Cl)nc1 | 9% | -8.5% | -4% | 9.1% | 21% | 10% | 1.1 | 20% | -17% |

New compounds follow.
| Molecule | NOD1 NF-kB reporter | XIAP displacement | LYP inhibition | KOR beta-arrestin-1 | NOD2 inhibition | human PMI inhibitors | TNAP activators | PMI inhibitors | KOR beta-arrestin-2 |
| --- | --- | --- | --- | --- | --- | --- | --- | --- | --- |
| OCC#CCSc1nnc(-c2ccccc2Br)o1 | -19% | -1.2% | -1% | -2.0% | -2% | 2% | 1.1 | 11% | -7% |
| O=C(COc1ccccc1)Nc1ccc(Cl)cc1Cl | -45% | -0.6% | -4% | 5.9% | -72% | 3% | 1 | -5% | -14%[20 µM] |
| CC(=O)Nc1nc2c(c3c1c(=O)oc1ccccc13)CCCC2 | -10% | -14% | 1% | -3.5% | 6% | 7% | 1.1 | 8% | 13% |
| CS(=O)(=O)c1ccc(Cl)c(NC(=O)COC(=O)/C=C/c2cnc3ccccc3n2)c1 | -8% | · | -9% | 1.7% | 4% | · | · | · | 32% |
| Cc1ccc(C(=O)NCCCNC(=O)c2ccccc2F)cn1 | -20% | · | -6% | -4.5% | 16% | · | · | · | 23% |
| Cc1cnc(NC(=O)CN2CCN(c3ccccc3F)CC2)s1 | -29% | -4.3% | -1% | -3.1% | 8% | -12% | 1.1 | -12% | 2% |
| OCCN1CCN(Cc2cc(Br)cc(Br)c2O)CC1 | 14% | 3.2% | -5% | -2.8% | 7% | -13% | 1 | -9% | 10% |
| Cc1[nH]c(=O)[nH]c(=O)c1/C=N/NC(=O)[C@H](C)N | 2% | · | -10% | -0.7% | 1% | · | · | · | -5% |
| CCOC(=O)N1CCC(NC(=O)CN2C(=O)COc3ccc(C(C)(C)C)cc32)CC1 | 1% | -3.1% | -6% | -0.9% | 4% | 8% | 1.1 | 14% | -5% |
| Cc1ccc(CSCCNS(=O)(=O)c2ccc(C)cc2)cc1 | 13% | -3.6% | -4% | 9.2% | 32% | 8% | 1.1 | 24% | 16% |

The listing continues:
Molecule | NOD1 NF-kB reporter | XIAP displacement | LYP inhibition | KOR beta-arrestin-1 | NOD2 inhibition | human PMI inhibitors | TNAP activators | PMI inhibitors | KOR beta-arrestin-2
C[C@H](NC(=O)OC(C)(C)C)C(=O)N/N=C/c1ccc2nccnc2c1 | -9% | · | -2% | 4.2% | -8% | · | · | · | 2%
CCOC(=O)C1=C(C)NC(=O)NC1c1c(O)ccc2ccccc12 (stereo not given) | -19% | -2.5% | -1% | 5.3% | -7% | 6% | 1.2 | -2% | 7%
CCCC1CCC(c2ccc(/C(N)=N/O)cc2)CC1 (stereo not given) | -24% | 4.8% | -6% | -4.5% | -6% | -7% | 1 | 0% | -9%[20 µM]
CCC(C)NS(=O)(=O)c1ccc(-c2csnn2)s1 (stereo not given) | -14% | -4.2% | 0% | 0.6% | 14% | -21% | 1.1 | -21% | 6%
O=C1C2CC=C(Cl)CC2C(=O)N1CNc1ccccn1 (stereo not given) | -9% | -7.0% | -10% | -4.1% | 2% | -1% | 1.1 | 3% | -17%
NC(=S)NNC(=O)c1ccccc1 | 4% | -2.8% | -10% | -0.9% | 15% | -4% | 1 | -3% | 13%
COc1ccc(C(=O)Nc2ccc(N3CCCC3)cc2)cc1 | 2% | 0.6% | -8% | 3.5% | 2% | -44% | 1.2 | -33% | -22%
CC1CCCCC12NC(=O)N(CC(=O)Nc1ccccc1N1CCOCC1)C2=O (stereo not given) | -31% | 4.4% | -8% | -3.5% | 0% | 3% | 1 | 4% | 2%
O=C(COc1ccccc1)Nc1ccc(S(=O)(=O)Nc2ncccn2)cc1 | -25% | -1.2% | -3% | -1.6% | 9% | 5% | 1.1 | 0% | -1%
CCCC(=O)Nc1ccc(-c2csc(N/N=C\c3ccncc3)n2)cc1 | 2% | · | -1% | 1.9% | 16% | · | · | · | -26%
CCn1c(CNc2ccc(OC)cc2)nnc1SCC(=O)c1ccc(OC)cc1 | 4% | -4.3% | -7% | 0.2% | 16% | -2% | 1.1 | 8% | -16%
Cc1nn(C)cc1CN(C)C(=O)CC12CC3CC(CC(C3)C1)C2 | 5% | -0.5% | -11% | 2.5% | 16% | -2% | 1.1 | -2% | -3%
O=C(COc1ccccc1Cl)N1CCCC1 | -16% | -4.2% | -5% | -0.1% | 8% | 13% | 1.1 | 14% | 20%
Cc1ccccc1-n1c(-c2cccnc2)n[nH]c1=S | -16% | -2.2% | -6% | 1.8% | -5% | 0% | 1 | 5% | 22%
O=C(Nc1cccc(Cl)c1)Nc1ccc2c(c1)OCO2 | -36% | -1.6% | 0% | -1.9% | -83% | 11% | 1.1 | 14% | 34%
COc1ccc(S(=O)(=O)CCC(=O)Nc2c(C)cccc2C)cc1 | -3% | · | -8% | 4.8% | -8% | · | · | · | -11%
N#C/C(=C\c1cccnc1)C(=O)Nc1ccc(SC(F)F)cc1 | -11% | · | -6% | 1.8% | 5% | · | · | · | 2%
O=C(c1sc2cc([N+](=O)[O-])ccc2c1Cl)N1CCCCC1 | -33% | -5.9% | 1% | 0.2% | -26% | -3% | 1 | -9% | 11%
CCOc1ccc(CN2CCN(Cc3cc4c(cc3Cl)OCO4)CC2CCO)cc1 (stereo not given) | -12% | · | 2% | -3.3% | -14% | · | · | · | -13%
CCSc1nnc(-c2cccc(S(=O)(=O)N(C)C)c2)n1-c1cc(OC)ccc1OC | 1% | -0.1% | -7% | -6.1% | 8% | 6% | 1.2 | 2% | 9%

As entered above.
CCOC(=O)C1=C(C)NC(=O)NC1c1c(O)ccc2ccccc12 (stereo not given) in TNAP activators shows 1.2
CC1CCCCC12NC(=O)N(CC(=O)Nc1ccccc1N1CCOCC1)C2=O (stereo not given) in NOD2 inhibition shows 0%
NC(=S)NNC(=O)c1ccccc1 in TNAP activators shows 1

Returning to the listing with the 4 entries that preceded the break.
Molecule | NOD1 NF-kB reporter | XIAP displacement | LYP inhibition | KOR beta-arrestin-1 | NOD2 inhibition | human PMI inhibitors | TNAP activators | PMI inhibitors | KOR beta-arrestin-2
N#C/C(=C\c1cccnc1)C(=O)Nc1ccc(SC(F)F)cc1 | -11% | · | -6% | 1.8% | 5% | · | · | · | 2%
O=C(c1sc2cc([N+](=O)[O-])ccc2c1Cl)N1CCCCC1 | -33% | -5.9% | 1% | 0.2% | -26% | -3% | 1 | -9% | 11%
CCOc1ccc(CN2CCN(Cc3cc4c(cc3Cl)OCO4)CC2CCO)cc1 (stereo not given) | -12% | · | 2% | -3.3% | -14% | · | · | · | -13%
CCSc1nnc(-c2cccc(S(=O)(=O)N(C)C)c2)n1-c1cc(OC)ccc1OC | 1% | -0.1% | -7% | -6.1% | 8% | 6% | 1.2 | 2% | 9%
COc1ccc(NC(=O)C/C(C)=N/NC(=O)c2ccncc2)c([N+](=O)[O-])c1 | -37% | -2.9% | -4% | 0.1% | 7% | 3% | 1 | -9% | 3%
COc1cc(C)c(/C=C(\C#N)C(=O)Nc2ccc(C)cc2)cc1C(C)C | -21% | -18% | -3% | -3.0% | 21% | -1% | 1.1 | 4% | -7%
O=C1CCC(C(=O)Nc2cccc(Br)c2)N1 (stereo not given) | -32% | · | -5% | -0.7% | -15% | · | · | · | 20%
CCc1nc2ccc(C(=O)N3CCN(c4ccc([N+](=O)[O-])cc4)CC3)cc2nc1CC | -20% | · | -2% | 0.7% | 10% | · | · | · | 5%
COC(=O)C1=C(C)N=c2s/c(=C/c3cccs3)c(=O)n2C1c1cccs1 (stereo not given) | 26% | -4.6% | 2% | -1.6% | 11% | 4% | 1 | 4% | 4%
C(=N\Nc1nc(N2CCOCC2)nc(N2CCOCC2)n1)/c1ccncc1 | -15% | -0.8% | 0% | -1.7% | 16% | -1% | 1.1 | 8% | 39%
C=CCn1c(C)nc2ccccc2c1=O | -23% | -8.4% | -5% | · | 17% | 6% | 1 | 10% | 5%[20 µM]
CCN(CC)S(=O)(=O)c1ccc(OCC(=O)NCc2ccco2)cc1 | -2% | · | -5% | 4.2% | -9% | · | · | · | 13%
Cc1csc(Nc2ccccc2)[n+]1C | -63% | -5.1% | -5% | -1.6% | -14% | -25% | 1.1 | -15% | 7%
Cc1nn(CC(=O)NCc2ccccc2)c(=O)c2cccn12 | -24% | · | -15% | -6.9% | 11% | · | · | · | -10%
CCc1ccc(CN2CCC(C(=O)Nc3ccc(Oc4ccccc4)nc3)CC2)o1 | 32% | · | -5% | -2.1% | 38% | · | · | · | 27%
O=C(CCC(=O)Nc1ccccc1)NNC(=O)CCc1ccccc1 | -27% | -2.4% | -1% | -0.2% | 22% | -5% | 1.1 | -3% | -6%
O=C(O)CSC12CC3CC(C1)CC(C(=O)O)(C3)C2 | 2% | -4.3% | -11% | 2.9% | 1% | -6% | 1.1 | 3% | -31%
COc1cc(-c2nc(-c3ccc4c(c3)-c3ccccc3S4(=O)=O)c(-c3ccccc3)[nH]2)cc(OC)c1OC | -2% | -3.3% | 5% | 8.4% | -49% | 18% | 1 | 19% | -2%
CC1CCCC(C)N1NC(=S)Nc1ccc(OC(F)F)cc1 (stereo not given) | 40% | -6.7% | -1% | 1.0% | 6% | -21% | 0.9 | 3% | -43%
CCc1ccc2oc(=O)cc(CN3CCOCC3)c2c1 | -25% | -2.3% | -7% | -0.3% | -4% | 13% | 1.1 | 13% | 1%
CCN(CC)c1ccc(/C=N/NC(=O)c2cnccn2)c(O)c1 | -14% | · | -1% | 1.0% | -7% | · | · | · | -43%
